Giardia killer = Giardia lamblia killing; activity change, % at 7.66 µM, hits read low; Giardia lamblia trophozoite viability; 340,000 tested, 0.15% active; in the data active = activity change below about -80%; inconclusive = between about -30% and that limit;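 also: parasites exposed to compound for two days anaerobically before the ATP read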
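Each well holds 100 Giardia trophozoites and compound. After two days (48 hrs) at 37 deg C in anaerobic conditions, ATP is quantified by luminescence.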
hERG WT inh = blocks the wildtype human KCNH2 potassium channel. Q12809. U2OS, BacMam KCNH2, thallium flux FluxOr; stronger effect = lower value. activity change, % at 1.84 µM. 340,000 tested, 0.37% active. AID 720551;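 active = maximum activity change below -70%; inconclusive = maximum activity change between -70% and -50%; inactive = maximum activity change above -50%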
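U2OS cells transduced with wild-type KCNH2 virus are loaded with FluxOr dye for 45 min, and thallium flux is measured in kinetic reads before and after stimulation buffer. Rate constants are normalized to DMSO controls.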
Chronic BCR inh = inhibitors of chronic active B-cell receptor signaling; 340,000 tested, 0.05% active; ABC-DLBCL IkBa-CBG/CBR reporter, luminescence ratio, 4 h; Potency, µM (series often up to 46.1 µM), for the others: top-dose ratio change, negative = lower green/red ratio, actives largely listed as inhibitors; AID 493014; active = well fitted inhibition curve with a large enough effect in the signal ratio, with a control signal flat, not every such curve was filed as active; inconclusive = small, poorly fitted or top-dose-only effect, or effect the other way, or a change in a side signal; the % refers to the signal ratio;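 also: potency is read from the fitted curve at half-maximal effect; plate controls were basal doxycycline-induced cells for no effect and cells given 10 µM MG132 for full effect; MG132 reads +100%, hits lower the ratio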
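Cell line TMD8 (human ABC DLBCL), stably expressing tet-inducible CBG68-IkBa fusion and CBR; IMDM/0.5% FBS; cpd up to 46 uM; dox induction, 4 h, 37C/5% CO2; dual luminescence; green/red ratio; MG132 control.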
PKM2 act = activators of human pyruvate kinase M2; P14618; purified PKM2, Kinase-Glo ATP luminescence, activation; response scale: 0% is enzyme alone, no compound; Potency, µM (top dose mostly 57.5 µM), without a hit: top-dose activation, usual class: activators; 260,000 tested, 0.34% active; AID 1631; also: potency is read from the fitted curve at half-maximal effect; nearly all actives have a fitted effect of over 55% in size
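Kinase-Glo luminescence reports ATP generated from ADP (0.1 mM) and PEP (0.5 mM) by purified hPK-M2 after 1 h at room temperature, pH 7.2 imidazole buffer; intermediate enzyme activity allows detecting inhibitors and activators.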
Eya2 inh = Eya2 (human) phosphatase inhibition. Potency, µM (series often up to 76.9 µM), for the others: top-dose activity, negative = inhibition, most hits filed as inhibitors. AID 488837. 330,000 tested, 0.006% active. recombinant Eya2, OMFP fluorescence dephosphorylation (OMFP is methylfluorescein phosphate); also: potency is read from the fitted curve at half-maximal effect
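Eya2 (0.2 uM) preincubated 10 min at ambient with compound, then OMFP substrate added at 50 uM; 10 min reaction in 50 mM HEPES pH 7.5, 50 mM NaCl, 5 uM MgCl2, 0.05% BSA, 1 mM DTT. Fluorescence read at Ex 485/Em 525 nm.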
GALK inh = inhibitors of human galactokinase | Purified GALK, Kinase-Glo residual ATP luminescence | Potency, µM (top dose mostly 57.5 µM), without a hit: at the top dose activity change, negative = inhibition, most hits filed as inhibitors | 270,000 tested, 0.007% active; also: potency is read from the fitted curve at half-maximal effect
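Quantitative HTS: GALK 5 nM, ATP 35 uM, galactose 100 uM, 1 h room temperature, then luciferase-based ATP detection.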
USP2a block = USP2a (human) protease inhibition; USP2 core, Ub-CHOP2 coupled fluorogenic reporter, 485/531; Potency, µM (top dose mostly 38.3 µM), for inactives: at the highest dose activity change, negative = inhibition, most hits filed as inhibitors; 330,000 tested, 0.01% active; AID 463254;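 also: potency is read from the fitted curve at half-maximal effect; plate controls were DMSO wells for no effect and full inhibition by NEM control for full effect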
Target sequence (O75604 whole entry, looked up): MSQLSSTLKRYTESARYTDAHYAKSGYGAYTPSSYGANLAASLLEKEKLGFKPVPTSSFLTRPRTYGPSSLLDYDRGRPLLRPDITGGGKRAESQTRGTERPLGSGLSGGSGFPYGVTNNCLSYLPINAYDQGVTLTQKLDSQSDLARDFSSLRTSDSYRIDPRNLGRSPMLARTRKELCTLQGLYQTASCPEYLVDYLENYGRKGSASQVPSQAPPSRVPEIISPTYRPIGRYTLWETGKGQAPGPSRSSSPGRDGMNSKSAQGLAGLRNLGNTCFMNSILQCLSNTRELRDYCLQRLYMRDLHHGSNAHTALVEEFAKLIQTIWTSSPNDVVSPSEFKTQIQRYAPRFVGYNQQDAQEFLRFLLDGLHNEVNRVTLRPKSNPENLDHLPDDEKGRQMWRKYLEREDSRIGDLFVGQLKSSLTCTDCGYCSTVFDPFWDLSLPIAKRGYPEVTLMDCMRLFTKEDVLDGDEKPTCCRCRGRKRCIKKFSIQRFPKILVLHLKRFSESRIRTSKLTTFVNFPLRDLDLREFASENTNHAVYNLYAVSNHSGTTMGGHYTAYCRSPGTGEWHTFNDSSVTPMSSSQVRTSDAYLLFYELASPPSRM
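USP2 core (10nM final) preincubated 30min RT with compound in 20mM Tris-HCl pH 8.0, 2mM CaCl2, 2mM beta-mercaptoethanol, 0.05% CHAPS; 25nM Ub-CHOP2 plus 25nM reporter substrate added, fluorescence (Ex485/Em531) read after 60min.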
Coupling enz = counter-screen for Giardia aldolase inhibitors: coupling enzyme system | coupling enzyme system counterscreen, AmpLite Red fluorescence | activity change, negative = inhibition, % at 58.2 µM, hits read low | 290,000 tested, 0.67% active; in the data active = activity change below about -30%
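First, compound is pin-transferred into glyceraldehyde-3-phosphate coupling-enzyme reagent at 57.5 uM final and held 10 min at RT. Next, substrate, coupling system and AmpLite Red are added. After 20 min RT, fluorescence (525/598 nm) is read.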
KCNH2 3.1 block = blocks the human KCNH2 3.1 channel isoform; 340,000 tested, 0.95% active; activity change, % (tested at about 1.8 µM); AID 720553; U2OS KCNH2 3.1, thallium flux FluxOr; stronger effect = lower value;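 active = maximum activity change below -70%; inconclusive = maximum activity change from -70% to -50%; inactive = maximum activity change above -50%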;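 also: thallium influx rate constant from kinetic fluorescence after stimulation buffer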
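Normalized rate constant (relative to positive and negative DMSO controls) derived from a 2 min kinetic fluorescence read after stimulation; U2OS cells expressing the 3.1 isoform via virus at 1.77 x 10^8 /mL.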
uPA generation = blocks generation of uPA at the cell surface | cell surface uPA generation assay, qHTS | AID 540303 | Potency, µM (series often up to 38.3 µM), for the others: at the top dose activity change, negative = inhibition, hits mostly inhibitors | 330,000 tested, 0.31% active; active = well fitted inhibition curve with a large enough effect; inconclusive = small, poorly fitted or top-dose-only effect; inactive = no such curve, though single readings can be large or run the other way; tested in mouse RAW 264.7 cells; also: potency is read from the fitted curve at half-maximal effect; nearly all actives have a fitted effect of over 55% in size
B2AR arrestin = recruits beta-arrestin to the human beta2-adrenergic receptor; P07550; beta-arrestin recruitment to beta2AR, cell-based reporter; Potency, µM (series often up to 46.1 µM), without a hit: at the top dose activation, usual class: activators; 330,000 tested, 0.02% active; AID 492947;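 also: potency is read from the fitted curve at half-maximal effect; 0% = DMSO controls and full agonism = EC100 isoproterenol or metaproterenol; nearly all actives have a fitted effect of over 65% in size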
Target sequence (P07550 whole entry, looked up): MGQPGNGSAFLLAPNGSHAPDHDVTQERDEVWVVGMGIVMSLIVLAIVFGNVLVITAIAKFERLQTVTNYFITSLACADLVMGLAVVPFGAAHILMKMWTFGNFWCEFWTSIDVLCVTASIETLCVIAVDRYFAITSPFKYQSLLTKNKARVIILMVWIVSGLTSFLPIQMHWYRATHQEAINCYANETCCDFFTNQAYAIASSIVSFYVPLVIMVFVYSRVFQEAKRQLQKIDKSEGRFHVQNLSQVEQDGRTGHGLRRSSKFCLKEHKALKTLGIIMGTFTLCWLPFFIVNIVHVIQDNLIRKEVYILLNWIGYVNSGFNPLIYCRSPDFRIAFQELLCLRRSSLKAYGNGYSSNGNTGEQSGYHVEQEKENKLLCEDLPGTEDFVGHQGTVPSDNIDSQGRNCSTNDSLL
* = called active by the depositor; i = inactive; ? = inconclusive; . = no result given; [ ] = dose if it differs, or a comment. Unless noted, calls follow the shape of the dose curve; as a rule, active = well fitted curve in the direction sought with a large enough effect; inconclusive = small, poorly fitted or top-dose-only effect, or another doubt; inactive = no such curve, though single readings can be large; an effect the other way counts as inactive or inconclusive. Unless noted, % is scaled to controls: 0 for no effect and ±100 for the full control effect.

SMILES | Giardia killer | hERG WT inh | Chronic BCR inh | PKM2 act | Eya2 inh | GALK inh | USP2a block | Coupling enz | KCNH2 3.1 block | uPA generation | B2AR arrestin
CCOC(=O)CN1C(=O)C(O)=C(C(C)=O)C1c1ccc(F)cc1 (stereo unspecified) | 4.1 | -1.5 | -0.2% | 1.5% | -0.1% | 4.6% | 1.7% | 2.1 | -14.2 | 1.8% | -1.4%
CCn1c(SCC(N)=O)nnc1-c1ccc(OC)c(OC)c1 | 0.7 | -7.9 | -0.2% | 1.1% | 16.9% | 3.4% | 1.4% | 2.3 | -0.4 | . | -0.5%
CCOC(=O)Cn1c(CN2CC(C)OC(C)C2)nc2c1c(=O)n(C)c(=O)n2C (stereo unspecified) | 6.0 | 5.4 | 2.0% | -16.5% | 2.1% | 0.3% | 1.4% | -0.8 | 17.5 | 2.9% | -0.6%
CCCCC(=O)Nc1cc(OC)c(NC(=S)NC)cc1OC | 7.6 | -6.2 | ? | -4.9% | 13.4% | 5.0% | -2.2% | -5.8 | 4.2 | -5.9% | 0.0%
Cc1ccc(CN2CCN(/N=C/c3ccccc3)CC2)cc1 | 1.3 | 33.6 | 2.8% | 3.6% | -18.7% | -2.8% | 7.6% | 1.0 | -10.0 | -0.9% | -0.6%
COCCCNC(=O)CCCN1C(=O)c2cccnc2Sc2ccccc21 | 11.1 | . | -3.1% | . | 0.6% | 3.1% | -0.7% | -1.1 | -4.3 | 0.9% | -0.3%
COc1cccc(NC(=O)CN(C)C(=O)/C=C/c2cn(-c3ccccc3)nc2-c2cccs2)c1 | -5.9 | -9.3 | 1.5% | . | -16.5% | . | -7.4% | . | -29.2 | 3.2% | 0.0%
COc1ccc(CC(=O)NC(CC(=O)O)c2cccc([N+](=O)[O-])c2)cc1 (stereo unspecified) | 0.9 | 1.4 | -6.7% | -1.0% | -1.8% | 0.9% | -0.8% | 9.2 | 2.4 | 0.3% | -0.3%
CC1=NN(C(=O)c2csc(C(C)C)c2)C(O)(C(F)(F)F)C1 (stereo unspecified) | -16.3 | -1.5 | ? | -1.3% | -6.0% | 1.1% | -0.1% | 0.5 | 0.1 | 4.2% | -0.3%
COc1ccccc1NC(=O)Nc1nnc(Cc2ccc(F)cc2)s1 | 19.3 | -26.4 | 6.9% | 1.4%[11.5 µM] | 6.2% | 9.4% | 2.0% | 3.3 | 3.6 | ? | -0.1%
CS(=O)(=O)C1=NN2C(=N)/C(=C\c3ccc(OCCOc4ccccc4)cc3)C(=O)N=C2S1 | 3.6 | -3.0 | ? | . | 1.8% | . | 4.3% | 5.7 | -1.7 | 2.4% | -0.1%
COc1cc(CNC23CC4CC(CC(C4)C2)C3)ccc1OCc1ccccc1 | 0.6 | i | -2.5% | -14.9% | 2.5% | -0.7% | 8.0% | 3.5 | -2.5 | -2.0% | 0.4%
O=C(CSc1nc2ccc(Nc3nc(N4CCOCC4)nc(N4CCOCC4)n3)cc2s1)Nc1ccccc1F | 14.7 | 14.7 | -12.9% | . | -8.6% | 0.8% | 0.4% | . | -7.0 | 2.3% | 0.0%
O=C(NCCC1CCCCN1S(=O)(=O)c1ccc(F)cc1)C(=O)NC1CC1 (stereo unspecified) | -4.9 | -17.7 | 1.6% | . | -7.5% | . | -0.2% | . | 5.9 | -5.8% | -0.2%
CC1CCCN(CC(O)COCC2COc3ccccc3O2)C1 (stereo unspecified) | -4.2 | -1.4 | 4.6% | 9.3% | -0.8% | -1.0% | -0.8% | 3.7 | 6.1 | 6.7% | 0.1%
CCN(CC)CCN(C(=O)CCS(=O)(=O)c1ccccc1)c1nc2cc(C)cc(C)c2s1 | 3.3 | 25.2 | 8.3% | 0.4% | -5.9% | 0.4% | -0.3% | -2.1 | -10.7 | 1.5% | 0.0%
N#Cc1cc(-c2ccccc2)nn1-c1ccccc1 | 10.7 | -10.3 | ? | -17.7% | -4.9% | -2.9% | -9.3% | -41.0* | -0.9 | 0.8% | -0.3%
Cc1cccc(C)c1NC(=O)C(C)N1CCCC1 (stereo unspecified) | 6.7 | 1.2 | -1.7% | . | -3.5% | -1.0% | 4.4% | 2.9 | -12.7 | 4.0% | 0.5%
COc1ccc(CNc2ccc(C)c(C)c2)cc1 | 12.0 | -3.8 | ? | -2.0% | 0.3% | 2.0% | -2.0% | 1.2 | 7.3 | 1.7% | 2.9%
O=S(=O)(/N=C(/c1ccc(Cl)cc1)N1CCOCC1)c1ccc(Cl)cc1 | -13.1 | -11.7 | 8.5% | 3.1% | -4.0% | -5.3% | 3.1% | -2.6 | -6.8 | 3.0% | -0.3%
NC(=O)CC(NC(=O)Cc1ccc(Br)cc1)c1ccc(NCCc2cccc(F)c2)c([N+](=O)[O-])c1 (stereo unspecified) | -11.0 | 10.5 | -1.7% | 22.5% | -13.8% | -2.6% | 1.8% | -0.1 | 8.1 | 8.1% | -0.5%
COc1ccc(C(Sc2ccccc2)c2ccccc2)cc1OC (stereo unspecified) | 5.0 | -17.7 | 7.3% | . | 21.7% | . | -8.3% | . | -1.7 | 0.4% | 0.1%
O=c1oc(/C=C/c2ccc([N+](=O)[O-])s2)nc2ccccc12 | 15.4 | -1.2 | ? | -7.8% | 16.8% | 4.1% | 1.4% | -0.2 | 4.0 | -7.7% | 0.6%
CC1CCN(S(=O)(=O)N2CCC(C(=O)N3CCC(N(C)CC4CCCO4)CC3)CC2)CC1 (stereo unspecified) | -22.2 | 17.6 | 0.0% | 17.9% | 1.0% | 2.7% | 2.3% | 9.6 | 23.9 | 13.2% | 0.6%
N#Cc1c(-c2ccco2)nc(SCC(=O)Nc2cccc(Cl)c2)[nH]c1=O | 3.4 | -22.7 | 14.4% | -2.2% | -1.2% | -1.0% | -5.1% | 6.6 | -15.1 | 13.3% | 0.0%
CC(=O)Nc1ccc(NC(=O)c2cc(=O)c3cc(C)c(C)cc3o2)cc1 | -25.2 | 17.8 | 1.2% | . | -0.7% | 5.0% | -1.3% | 2.3 | 20.4 | 1.4% | 0.4%
Cc1ccc(-n2nc3c(c2NC(=O)c2ccccc2)CS(=O)(=O)C3)cc1C | -4.4 | 4.5 | 8.2% | 0.0% | -1.3% | -7.6% | 0.3% | . | -0.8 | -27.7% | -0.5%
N#Cc1c(-c2ccccc2)[nH]c(=O)[nH]c1=O | 1.8 | 5.9 | 12.0% | . | 3.1% | 2.6% | 1.8% | 14.8 | 9.3 | 2.9% | -0.2%
COc1ccc(-c2cc(C(=O)OCC(=O)c3ccc(C)c([N+](=O)[O-])c3)c3ccccc3n2)cc1 | -21.8 | -17.0 | -5.6% | -2.9% | -10.2% | 0.4% | 6.3% | -1.0 | 3.0 | -3.1% | -1.6%
COc1ccc(C2(C(=O)NCCc3ccccc3)CCCC2)cc1 | -27.3 | -0.6 | 4.5% | -2.0% | 8.3% | -1.0% | -0.4% | 0.3 | -2.2 | -5.0% | 0.2%
CC(=O)Nc1ccc2nc(NC(=O)C(Cl)(Cl)Cl)sc2c1 | -8.3 | -4.1 | 16.6% | -13.3% | 14.2% | -1.2% | -0.3% | 10.3 | -4.5 | . | -0.7%
COc1ccc(F)cc1S(=O)(=O)N1CCN(c2ccccn2)CC1 | -4.9 | 13.4 | ? | -0.5% | -3.2% | 0.0% | 0.4% | 3.3 | 16.8 | 1.0% | 0.0%
Cc1cc(C)c2cc(C#N)c(SCC(=O)Nc3cc(C)on3)nc2c1 | -7.0 | 10.2 | 2.5% | . | 10.8% | 1.1% | 11.4% | 3.4 | -6.9 | 3.9% | 0.4%
COC(=O)COc1ccc(S(=O)(=O)Nc2cc(OC)ccc2OC)cc1 | . | . | 0.4% | -13.4% | -7.5% | -2.0% | 1.4% | -1.3 | . | . | 0.0%
Cc1ccc(Cl)c(NC(=O)COC(=O)C2CCC2)c1Cl | 8.8 | 2.3 | -2.1% | . | 12.9% | . | -9.4% | . | -7.5 | 0.0% | 0.0%
CCOC(=O)C1(Cc2ccccc2C)CCCN(Cc2cc(OC)c(O)c(OC)c2)C1 (stereo unspecified) | -2.3 | 0.5 | 6.9% | 7.1% | -1.2% | -0.1% | 3.3% | -18.3 | 0.3 | . | 2.5%
O=C(O)Cn1ccnc1 | -1.1 | -5.9 | 2.9% | 17.6% | -14.6% | 1.3% | 4.3% | 1.7 | -0.1 | -0.5% | -0.9%

3 of the entries above in order of the USP2a block value, lowest first:
canonical_smiles,Chronic BCR inh,PKM2 act,Eya2 inh,GALK inh,USP2a block,uPA generation,B2AR arrestin
Cc1ccc(Cl)c(NC(=O)COC(=O)C2CCC2)c1Cl,-2.1%,.,12.9%,.,-9.4%,0.0%,0.0%
CC(=O)Nc1ccc2nc(NC(=O)C(Cl)(Cl)Cl)sc2c1,16.6%,-13.3%,14.2%,-1.2%,-0.3%,.,-0.7%
COc1ccc(F)cc1S(=O)(=O)N1CCN(c2ccccn2)CC1,?,-0.5%,-3.2%,0.0%,0.4%,1.0%,0.0%

High-throughput results as filed in PubChem.
